PPARg SRC1 recr – PPARgamma agonists recruiting SRC-1 coactivator, primary screen, biochemical; Peroxisome proliferator-activated receptor gamma (Homo sapiens), P37231; PPARgamma-SRC-1 coactivator recruitment biochemical assay; activation, % at 8 µM; 200,000 tested, 0.41% active; AID 631, 2007; in the data active means activation above about 19%;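 further: 0% = DMSO and 100% = reference agonist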
TR-FRET SRC-2 ct – TR-FRET signal artefacts, primary screen, artefact control for PPARgamma SRC-2 agonist project, biochemical. TR-FRET artefact counter-screen; hits give high values. TR-FRET ratio at 8 µM. 200,000 tested, 0.4% active. AID 1049, 2008; in the data active means TR-FRET ratio above about 2000; further: inactives centre near 1500
STAT3 act – IL-6 driven STAT3 reporter potentiators, primary screen, U3A cells, luciferase, luminescence, MLSCN library; IL-6 STAT3-luciferase reporter; 100% = signal with IL-6 EC80 alone; activation (% of control), % at 5.6 µM; 190,000 tested, 0.91% active; AID 871, 2007;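 active means activation above the screen-wide mean of compound activation plus 3 SD, cut at about 130% in these data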;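 further: 0% = background luminescence of wells with medium and substrate only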
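Material: human U3A cells carrying STAT3-luciferase construct. Measured by: reporter luminescence signal. Timing: compound 1 h, then IL-6 6 h at 37 °C.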
RAM inhibit – inhibitors of the yeast RAM network, primary screen, dse1pr::URA3 reporter, 5-FOA selection. S. cerevisiae dse1pr::URA3 reporter, 5-FOA growth OD615, 2 d; analog-sensitive cbk1-as2 kinase mutant strain. inhibition, % at 50 µM. 190,000 tested, 1.8% active. AID 868, 2007;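 active means inhibition above a set limit, 3 SD over mean compound inhibition, cut at about 8.4% in these data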;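 further: 0% = DMSO-only wells with no growth and 100% = 10 µM 1-NA-PP1 full growth; inhibition rescues growth on 5-FOA so higher OD means more RAM inhibition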
PPARg SRC-3 ag – PPARgamma agonists recruiting SRC-3 coactivator, primary screen, biochemical; biochemical PPARgamma/SRC-3 coactivator recruitment assay; activation, % at 8 µM; 200,000 tested, 0.26% active; in the data active means activation above about 23%;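 further: 0% = DMSO and 100% = reference agonist; some compounds past the cut are filed as inactive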
ROMK mod – ROMK potassium channel modulators, primary screen, cell-based, thallium flux, MLSMR library; B-score at 10 µM; ATP-sensitive inward rectifier potassium channel 1 (Homo sapiens), P48048; 130,000 tested, 2% active; Tet-inducible ROMK, thallium flux fluorescence; actives lie on both sides; AID 1918, 2009;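 active means signal ratio slope over the read window, or its plate-corrected B-score, at least 3 SD from the plate mean, either direction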;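 further: B-score of the F/F0 ratio slope over 7 to 12 s after thallium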
STAT1 blocker – STAT1 signaling inhibitors, primary screen, cell-based, HTS, luciferase reporter | NIH 3T3 STAT1-luciferase reporter, IFN-gamma, luminescence | 200,000 tested, 0.35% active | inhibition, % at 5.5 µM;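 active means inhibition above a set limit, the mean inhibition across all tested compounds plus 3 SD, cut at about 34% in these data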;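 further: 0% = IFN-gamma with DMSO and 100% = IFN-gamma with 300 µM nifuroxazide; values of inactives mirror those of a sister screen read the other way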
TLR4-MyD88 BLA – inhibitors of TLR4-MyD88 association in cells, primary screen, cell-based, HeLa CL3-4, BLA complementation, FRET ratio; HeLa CL3-4 TLR4/MyD88 BLA complementation; inhibition, % at 8.4 µM; 200,000 tested, 0.18% active; in the data active means inhibition above about 25%;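 further: 0% = vehicle and 100% = reference inhibitor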
STAT3 blocker – IL-6 driven STAT3 reporter inhibitors, primary screen, U3A cells, luciferase, luminescence, MLSCN library | IL-6 STAT3-luciferase reporter; host cell line lacks STAT1 | inhibition, % at 5.5 µM | 190,000 tested, 0.89% active;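 active means inhibition above the mean inhibition across all screened compounds plus 3 SD, cut at about 44% in these data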;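 further: 0% = DMSO only wells and 100% = 100 µM nifuroxazide control wells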
S1P3 antagonist – S1P3 receptor antagonists, primary screen, cell-based | Sphingosine 1-phosphate receptor 3 (Homo sapiens), Q99500 | CHO S1P3 NFAT-BLA reporter, FRET fluorescence, antagonist mode | 170,000 tested, 0.27% active | AID 485, 2006 | inhibition, % at 4.98 µM;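 active means inhibition above the plate cutoff, the mean inhibition of test wells on that plate plus 3 SD, cut at about 28% in these data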;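 further: cells challenged with S1P at its EC80 of 0.8 µM; blue over green emission ratio from cleaved BLA substrate after 4 h stimulation; 0% = S1P-stimulated wells and 100% = unstimulated DMSO-only wells; some compounds past the cut are filed as inactive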
PPARg SRC-2 ag – agonists of PPARg-SRC-2 recruitment, primary screen, biochemical, HTS. Peroxisome proliferator-activated receptor gamma (Homo sapiens), P37231. 200,000 tested, 0.34% active. activation, % at 8 µM. PPARgamma LBD-SRC-2 recruitment; in the data active means activation above about 22%;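 further: 0% = vehicle and 100% = reference agonist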
* = called active by the depositor; · = not tested or not shown. The order is random; any-hit rate near 5.6%.

SMILES	PPARg SRC1 recr	TR-FRET SRC-2 ct	STAT3 act	RAM inhibit	PPARg SRC-3 ag	ROMK mod	STAT1 blocker	TLR4-MyD88 BLA	STAT3 blocker	S1P3 antagonist	PPARg SRC-2 ag
Cc1ccc(SCc2ccc(C(=O)Nc3cccc([N+](=O)[O-])c3C)cc2)cc1	-2	1559	92	4.7	1	·	16	4	15	·	7
CCOCCCn1c(SCc2nc3sc(C(=O)O)c(C)c3c(=O)[nH]2)nnc1-c1ccc(Cl)cc1	2	1604	110	6.5	-2	0.035	4	-9	-11	0	-3
COc1ccc(NC(=O)c2ccco2)cc1NC(=O)c1c(F)c(F)c(OC)c(F)c1F	4	1624	103	5.5	6	·	0	-1	-1	-34	0
O=S(=O)(Cc1ccc(Cl)cc1)c1ccccc1-c1nnc(-c2ccccc2)o1	10	2006*	89	1.8	17	·	-4	-3	19	·	26*
Cc1nn(C(C)C(=O)O)c(=O)c2c1sc1ccccc12 (stereo not drawn)	3	1875	93	3.1	20	·	-13	13	12	-2	10
O=C1CC(=O)C(n2cncn2)C(c2cccc(Cl)c2)C1 (stereo not drawn)	-4	1392	99	0.4	-3	·	-2	7	3	·	-8
CCN(CC)CCNC(=O)c1ccc(Cl)c(S(=O)(=O)Nc2ccc(Cl)cc2)c1	2	1593	94	1.2	-4	·	-1	10	15	·	2
CCN(CC)C(=O)C1CCN(S(=O)(=O)c2cccc3nonc23)CC1	-2	1521	100	0.3	8	-0.63	4	-5	6	·	10
CN1C(=O)N(CN2CCCCC2)C2C1N(C)C(=O)N2CN1CCCCC1 (stereo not drawn)	1	1672	100	1.0	7	·	4	-4	5	-16	10
CC1(c2ccccc2Cl)NC(=O)N(CC(=O)Nc2ccc3c(c2)OCO3)C1=O (stereo not drawn)	-3	1709	98	1.8	-1	-0.56	5	4	9	-3	3
CCCCC(=O)NS(=O)(=O)c1ccc(N=NN2CCCCC2)cc1	2	1489	101	-1.0	1	·	5	3	-2	12	-6
COc1ccc(C2CC(c3ccccc3)=NN2c2ccc(S(N)(=O)=O)cc2)cc1 (stereo not drawn)	10	1494	102	9.3*	7	·	1	-48	3	-39	7
COc1ccc2c(c1)CCc1c(C(=O)NCC(C)C)noc1-2	8	1295	76	1.9	4	-1.9	-26	-13	34	-16	-1
CNC(=S)NNC(=O)c1sc2cc(C(F)(F)F)cnc2c1-c1cccnc1	0	1514	103	0.2	6	0.014	0	17	9	-3	5
O=C(Nc1ccc(C(F)(F)F)cc1)c1csc(-c2ccncc2)n1	-10	1434	111	-0.4	0	-0.095	4	-9	-8	16	-2
CC(=O)c1c(C)[nH]c(C(=O)OCC(=O)c2c(N)n(C)c(=O)n(C)c2=O)c1C	4	1440	91	2.0	1	-0.98	-2	11	18	-19	-1
CCc1cc(-c2n[nH]c(=S)n2-c2cccc(C)c2)cs1	5	1715	102	2.4	5	0.08	7	9	3	·	8
CCN1CCN(c2cc(C)c3cc(NC(=O)c4ccccc4F)ccc3n2)CC1	0	1500	97	0.5	-8	·	-13	7	9	·	-2
CCC(=O)n1nc(NCc2ccccc2OC)nc1NCc1ccccc1OC	-2	1403	100	9.2*	4	·	1	-2	3	1	-3
O=C(Nc1nnc(CCN2CCOCC2)s1)C1CCCCC1	-3	1552	101	0.1	5	·	-6	14	4	-24	-2
CCOC(=O)c1c(NC(=S)NC(=O)c2ccc(Cn3cc(Cl)cn3)o2)sc2c1CCCCC2	10	1694	103	3.9	15	·	-1	3	2	·	8
O=C(NN1C(=O)c2ccccc2NC1c1ccoc1)c1ccc([N+](=O)[O-])cc1 (stereo not drawn)	2	1518	96	1.6	0	0.87	1	0	11	-15	1
CC(C)(C)C(=O)Nc1ccc(-c2nc3ccccc3c(=O)o2)cc1	-2	1355	81	0.5	5	-0.075	41*	16	26	-1	-4
S=C(NCc1ccccn1)Nc1ccccc1Cl	5	1612	99	-0.3	6	·	-8	7	0	2	3
Cc1cc(Nc2ccccc2)nn1C(=O)c1ccc([N+](=O)[O-])cc1	-2	1627	107	5.5	-17	0.0034	7	-13	-7	·	0

Limited to PPARg SRC1 recr and PPARg SRC-2 ag, for five of the compounds above:
SMILES,PPARg SRC1 recr,PPARg SRC-2 ag
O=C1CC(=O)C(n2cncn2)C(c2cccc(Cl)c2)C1 (stereo not drawn),-4,-8
CCN(CC)C(=O)C1CCN(S(=O)(=O)c2cccc3nonc23)CC1,-2,10
CN1C(=O)N(CN2CCCCC2)C2C1N(C)C(=O)N2CN1CCCCC1 (stereo not drawn),1,10
O=C(NN1C(=O)c2ccccc2NC1c1ccoc1)c1ccc([N+](=O)[O-])cc1 (stereo not drawn),2,1
CCC(=O)n1nc(NCc2ccccc2OC)nc1NCc1ccccc1OC,-2,-3

New compounds follow:
SMILES	PPARg SRC1 recr	TR-FRET SRC-2 ct	STAT3 act	RAM inhibit	PPARg SRC-3 ag	ROMK mod	STAT1 blocker	TLR4-MyD88 BLA	STAT3 blocker	S1P3 antagonist	PPARg SRC-2 ag
CCOc1ccccc1NC1=NCC(=O)N1Cc1ccc(F)cc1	4	1683	104	1.3	-4	-0.21	6	5	-2	6	2
COc1ccc2nc(NC(=O)CCN3C(=O)c4ccccc4C3=O)sc2c1	6	1646	88	4.3	7	·	0	-12	20	·	11
O=S(=O)(Nc1ccc(Cl)cn1)c1ccc(Cl)cc1	-8	1548	96	-1.0	-1	-0.17	2	-19	14	-1	-6
CC1N/C(=C\C(=O)c2ccccc2)N(O)C1(C)C (stereo not drawn)	3	1572	101	2.6	9	·	-37	-1	3	2	4
CC(C)CNC(=O)c1ccc(C2SCC(=O)N2Cc2ccccc2)cc1 (stereo not drawn)	-3	1653	84	4.8	1	·	10	-4	21	9	-3
CCc1cccc(C)c1NC(=O)COC(=O)C(NS(=O)(=O)c1ccc(Cl)cc1)C(C)O (stereo not drawn)	-4	1422	90	0.1	3	-1.2	3	-2	19	0	1
CN1CCN(C(=O)c2ccc3c(=O)n4c(nc3c2)CCCCC4)CC1	10	1319	106	-0.3	6	·	-4	20	-4	·	0
CCC(C)NC(=O)c1cn(-c2cccc(C)n2)cn1 (stereo not drawn)	-1	1267	89	1.1	-16	·	-14	4	14	·	1
c1ccc(CC2CCN(c3nnnn3-c3ccccc3)CC2)cc1	1	1452	107	6.1	8	-0.38	5	-4	-7	-2	7
Cc1ccc(-c2cccc(CN3CCN(C4CCN(C(C)C)CC4)C(CCO)C3)c2)o1 (stereo not drawn)	0	1593	101	-1.2	-3	-1.9	1	16	4	-12	2
O=C(C1=C[C@H](c2ccc(Br)cc2)C[C@H](OCCCCO)O1)N1CCN(Cc2ccccc2)CC1	-4	1498	·	3.6	-3	·	6	3	·	6	-1
O=C(NCCc1nnc2ccc(NCc3ccc(Cl)cc3)nn12)c1ccccc1	2	1515	90	8.5*	6	0.026	1	-3	22	-12	0
Cc1ccc(NC(=O)COS(=O)c2ccc(C)cc2)cc1 (stereo not drawn)	-8	1427	97	-0.5	9	·	1	2	8	-14	3
NC(=O)c1ccc(NC(=O)CSc2nnc(-c3ccccn3)n2N)cc1	-2	1637	107	4.0	4	0.67	-5	16	-6	-6	0
Cn1c(/C=C/N(Cc2ccccc2)c2ccccc2)c([N+](=O)[O-])c(=O)n(C)c1=O	-3	1303	105	0.5	3	0.13	4	-1	-7	-5	2
COc1cc(CNC2CCCC2)c(Br)cc1OCc1ccccc1	1	1443	96	-0.4	5	-0.45	2	1	12	-17	4
COC(=O)c1c(-c2ccc(C)cc2)csc1NC(=O)C1CC=CCC1C(=O)O (stereo not drawn)	4	1516	100	0.6	3	·	-10	-7	5	-5	8
COc1ccc(C2C(C(N)=O)=C(C)Nc3nc(-c4ccccc4)nn32)cc1OC (stereo not drawn)	11	1512	94	-0.2	1	·	3	-17	16	14	0
COc1cccc2cc(C(=O)N3CCc4ccccc43)c(=O)oc12	-1	1519	95	0.5	13	-0.0015	-2	-8	6	9	10
CCOc1cccc(C(=O)Nc2cnn(Cc3ccccc3)c2)c1	4	1623	87	0.8	7	·	12	0	17	·	7
CC(=O)C1=C(C)NC(SCc2ccc(C#N)cc2)=C(C#N)C1c1ccco1 (stereo not drawn)	-4	1321	93	3.1	3	-0.034	4	-1	9	-7	-3
CC(C)C(c1nnnn1C(C)(C)C)N1CCN(Cc2cccnc2)CC1 (stereo not drawn)	0	1583	101	1.0	4	1.6	-1	18	2	-5	6
Cc1ccc(C(=O)NC(Cc2c[nH]c3ccccc23)C(=O)O)cc1 (stereo not drawn)	2	1342	113	-0.6	-2	-0.61	-3	6	-19	·	5
Nc1ccc(C(=O)Nc2ccc(OC(F)(F)C(F)F)c(NC(=O)c3ccc(N)cc3)c2)cc1	11	1507	81	1.4	7	·	2	-10	26	1	6
COc1ccc(NC2C=CS(=O)(=O)C2)c(OC)c1 (stereo not drawn)	-4	1406	112	0.8	9	·	1	5	-12	15	11
CC(=O)c1ccc(NC(=S)NC(NC(=O)c2ccco2)C(Cl)(Cl)Cl)cc1 (stereo not drawn)	3	1714	83	2.1	7	-0.0078	11	-22	21	·	4

Compound profiles (already shown). Order of screens: PPARg SRC1 recr, TR-FRET SRC-2 ct, STAT3 act, RAM inhibit, PPARg SRC-3 ag, ROMK mod, STAT1 blocker, TLR4-MyD88 BLA, STAT3 blocker, S1P3 antagonist, PPARg SRC-2 ag
Profile of CC(C)CNC(=O)c1ccc(C2SCC(=O)N2Cc2ccccc2)cc1 (stereo not drawn) = -3, 1653, 84, 4.8, 1, ·, 10, -4, 21, 9, -3
Profile of O=C(NCCc1nnc2ccc(NCc3ccc(Cl)cc3)nn12)c1ccccc1 = 2, 1515, 90, 8.5*, 6, 0.026, 1, -3, 22, -12, 0
